# From PubChem BioAssay
# tim10-1 inh = inhibits growth of tim10-1 mutant yeast. S. cerevisiae tim10-1 ts strain growth, BacTiter-Glo, 24 h. inhibition, % at 20 µM. 2.2% of 330,000 active;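 active = inhibition of at least 40%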;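 note: mutant grown at 25 °C; 0% = DMSO wells with yeast and 100% = wells holding no yeast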
# UPR CHOP act = activators of apoptotic arm of unfolded protein response (CHOP); CHO-CHOP luciferase reporter, UPR activation, luminescence; percent of tunicamycin response over DMSO baseline; activation, % at 10 µM; 0.34% of 330,000 active; AID 449763;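 active = at 10 µM dose, activation of 40% or more, normalized to positive control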;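 note: 100% = tunicamycin at 10 µg/mL and 0% = DMSO alone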
#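 Evaluation: % reporter activation, DMSO baseline versus tunicamycin full activation; System: CHO-CHOP luciferase reporter cell line; Input: 500 cells/well; Incubation: 6 h compound treatment, 37 °C; Measured by: Steady-Glo luciferase luminescence; Dosing: one dose, 10 µM in 0.5% DMSO; Buffer or medium: F12 medium, 10% FBS; Benchmarks: positive tunicamycin 10 µg/mL, negative DMSO alone.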
# Mdm2-MdmX inh = disrupts the human Mdm2-MdmX interaction | O15151+Q00987 | SaOS-2 split-luciferase Mdm2/MdmX complementation, luminescence | inhibition, % at 8 µM | 3% of 330,000 active;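 active = inhibition of at least 50% at 8 µM in the primary screen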
# Target sequence (O15151 whole entry, looked up): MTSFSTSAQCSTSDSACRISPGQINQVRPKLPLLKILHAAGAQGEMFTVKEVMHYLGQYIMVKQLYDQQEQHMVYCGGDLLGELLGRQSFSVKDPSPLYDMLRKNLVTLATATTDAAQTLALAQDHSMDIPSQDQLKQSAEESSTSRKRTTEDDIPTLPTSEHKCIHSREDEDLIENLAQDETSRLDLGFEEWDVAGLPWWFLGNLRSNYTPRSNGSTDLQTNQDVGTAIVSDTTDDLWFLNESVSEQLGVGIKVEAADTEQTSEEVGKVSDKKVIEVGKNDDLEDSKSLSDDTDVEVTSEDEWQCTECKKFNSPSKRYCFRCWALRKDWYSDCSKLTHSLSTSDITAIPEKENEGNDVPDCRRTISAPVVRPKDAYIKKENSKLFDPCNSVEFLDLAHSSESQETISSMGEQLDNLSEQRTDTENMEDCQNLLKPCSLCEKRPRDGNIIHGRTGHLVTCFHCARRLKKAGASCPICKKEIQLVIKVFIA
# Target sequence (Q00987 whole entry, looked up): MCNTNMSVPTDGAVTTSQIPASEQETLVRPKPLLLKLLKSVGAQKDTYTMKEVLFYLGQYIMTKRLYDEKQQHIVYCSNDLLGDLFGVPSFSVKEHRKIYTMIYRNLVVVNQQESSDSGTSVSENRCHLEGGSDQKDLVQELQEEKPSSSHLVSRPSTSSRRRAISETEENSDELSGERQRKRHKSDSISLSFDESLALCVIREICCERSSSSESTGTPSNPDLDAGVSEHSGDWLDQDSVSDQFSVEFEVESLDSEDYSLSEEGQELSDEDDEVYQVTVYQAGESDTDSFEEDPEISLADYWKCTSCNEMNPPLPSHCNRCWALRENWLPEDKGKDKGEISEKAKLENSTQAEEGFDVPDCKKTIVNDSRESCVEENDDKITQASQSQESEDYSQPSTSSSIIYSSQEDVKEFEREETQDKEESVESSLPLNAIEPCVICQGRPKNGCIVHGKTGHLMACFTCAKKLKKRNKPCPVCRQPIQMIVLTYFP
# APJ antagonist = antagonists of human APJ apelin receptor; CHO-K1 APJ beta-arrestin complementation, luminescence; inhibition, % at 20 µM; 0.32% of 330,000 active;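 active = inhibition above about 40% at 20 µM, limit read from the data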;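 note: cells challenged with 10 nM apelin-13 agonist together with compound; plate controls were apelin-13 plus DMSO wells for no effect and DMSO wells lacking apelin-13 for full effect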
# CXCR6 inh = inhibitors of human CXCR6 receptor; CHO-K1 PathHunter CXCR6 beta-arrestin, luminescence; 0.36% of 360,000 active; inhibition, % at 20 µM; O00574; AID 602244; in the data active = inhibition above about 34%, passing the limit was not always enough;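 note: antagonist mode with CXCL16 agonist at 10 nM final; 0% = 10 nM CXCL16 with DMSO and 100% = unstimulated wells without agonist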
# TIM10 inh = inhibits growth of TIM10 yeast strain; 1.4% of 330,000 active; S. cerevisiae TIM10 strain growth, BacTiter-Glo luminescence, 24 h; AID 463195; inhibition, % at 10 µM;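 active = inhibition of 40% or more at the single tested concentration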;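 note: wild-type TIM10 isogenic control strain grown at permissive 25 °C; 0% = DMSO yeast wells and 100% = minimal medium wells without yeast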
# APJ ag = activates the human apelin receptor APJ | activation, % at 20 µM | CHO-K1 APJ PathHunter beta-arrestin, luminescence; 0% DMSO wells, 100% apelin | AID 2520 | 0.11% of 330,000 active | P35414;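 active = activation more than six SD over the plate average, tested at 20 µM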;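 note: 0% = DMSO alone and 100% = apelin-13 at 10 nM; some results filed as inactive read as strong as hits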
#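 Material: CHO-K1 APJ beta-arrestin complementation cell line; Input: cell density 1000 per well; Incubation: compound stimulation 90 min at 25 °C, detection 60 min; Signal: luminescence from split beta-galactosidase complementation, Galacton Star/Emerald II substrate; Controls: DMSO-only wells as negative, 10 nM Apelin-13 as positive control.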
# XBP1 UPR activ = activators of adaptive arm of unfolded protein response (XBP1) | activation, % at 20 µM | CHO-XBP1 luciferase reporter, IRE1-XBP1 UPR activation, luminescence; percent of tunicamycin response, DMSO as zero | 0.33% of 330,000 active;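 active = versus positive control, 20 µM dose yields 30% or more activation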;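 note: 100% = tunicamycin at 10 µg/mL and 0% = DMSO only wells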
#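 incubation = overnight seeding at 37 °C, 6 h compound treatment at 37 °C | assay system = CHO-XBP1 cells stably carrying IRE1-XBP1-driven luciferase reporter | input = 1000 cells per well | detection = luciferase luminescence | dosing = single point, 20 µM final compound, 1% DMSO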
# tim23-1 inh = growth inhibitors of tim23-1 mutant yeast; S. cerevisiae tim23-1 growth, BacTiter-Glo luminescence, 24 h; inhibition, % at 20 µM; 1.3% of 330,000 active;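 active = growth inhibition of the mutant yeast at or above 50%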;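 note: temperature-sensitive mutant grown at 25 °C; plate controls were DMSO-treated mutant yeast for no effect and medium wells lacking yeast for full effect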
# An asterisk follows results filed as active; . = not tested or not shown. Not all compounds are listed; count on the stated rates, not on these rows.
# The line under a structure holds: tim23-1 inh	CXCR6 inh	UPR CHOP act	XBP1 UPR activ	TIM10 inh	tim10-1 inh	APJ antagonist	Mdm2-MdmX inh	APJ ag
- COc1ccccc1C(=O)N/C(=C/c1ccco1)C(=O)Nc1cccc(C(=O)O)c1
 : 9	-4	13	-4	11	-11	24	9	1
- CCCC(CCC)=NNc1ccc(S(=O)(=O)Nc2ccccc2OC)cc1[N+](=O)[O-]
 : 10	22	-2.1	0	-3	16	-16	11	-3
- CCOC(=O)N1CCC(NC(=O)CN2C(=O)CSc3ncccc32)CC1
 : 6	-1	0.2	2	5	6	-12	-5	0
- O=C(CNC(=O)C1CCCC1)Nc1ccccc1Br
 : 15	-5	-0.6	-2	3	5	10	-17	-5
- O=[N+]([O-])c1cc(S(=O)(=O)Nc2ccccc2)ccc1NCc1ccccc1
 : 21	8	2.9	-1	22	27	7	24	-3
- O=C(CNC(=O)c1ccccc1F)OCc1csc(-c2ccccc2)n1
 : 23	3	1.2	1	-18	-1	0	15	-2
- CC(=O)N1C(=O)N(C(C)=O)C2C1N(C)C(=O)N2C(C)=O (stereo not drawn)
 : -2	-2	0.1	-1	5	-4	11	-3	-2
- O=C(NCCCN1CCOCC1)c1ccc2c(=O)n(Cc3cccc(Br)c3)c(=S)[nH]c2c1
 : 35	-9	2.5	3	9	-3	5	-17	3
- CC(=O)c1c(C)[nH]c(C2=NNC(=NCc3ccccc3)SC2)c1C
 : 4	-3	1.7	1	0	-1	-1	-1	-1
- CCc1ccc(C(N)=S)cc1
 : 2	9	-0.1	0	16	17	20	-14	-2
- Cc1cccc(CCN2CCN=C2Nc2ccccc2)c1
 : 0	6	-1.3	-1	-7	-15	-39	-22	4
- CC(C)[C@@H]1CC[C@@H](C)C[C@H]1OC(=O)C[n+]1cc(-c2ccc(Cl)cc2)n2c1CCCCC2
 : -1	-17	-0.7	5	5	-5	9	78*	-1
- OC1(c2ccccc2F)CCN(Cc2nnc(-c3ccccc3)o2)CC1
 : 12	-1	1.0	1	13	15	-14	-32	0
- O=C(C[n+]1ccccc1)Nc1ccc(Oc2ccccc2)cc1
 : -3	-4	-1.4	5	5	1	5	2	0
- CC(=O)N1CCN(CCS(=O)(=O)c2ccc(Br)cc2)CC1
 : 14	0	-0.2	1	10	10	-2	22	-5
- O=C1NC(c2ccc(Br)cc2)Nc2ccccc21 (stereo not drawn)
 : 30	1	3.5	1	-9	24	14	27	0
- Cc1ccc(C(=O)NC(=S)NCc2ccco2)cc1
 : 21	-2	2.8	-6	-1	29	-2	22	-3
- CCN1C(=O)[C@H]2[C@H]3CN=C(SCc4ccc(C)cc4)N3[C@@](C)(C(=O)OC)[C@H]2C1=O
 : 37	-3	2.0	1	-1	19	.	-24	.
- O=C1CC(c2ccc(OCCCCCOc3ccc(C4CC(=O)NC4=O)cc3)cc2)C(=O)N1 (stereo not drawn)
 : 11	-15	-1.1	0	9	18	-8	-1	-1
- CN(Cc1ccccc1)C(=O)C1CCN(S(=O)(=O)c2cccc3nsnc23)CC1
 : 8	-1	-0.5	-4	7	0	-7	4	0
- CCn1c(=O)c2cc(C(=O)NCCCOC)sc2c2ccccc21
 : 45	-1	0.4	8	-7	22	13	64*	-3
- CCN(C(=O)c1ccc(N2CC3CC(C2)c2cccc(=O)n2C3)c(NC(=O)c2ccncc2)c1)c1cccc(C)c1 (stereo not drawn)
 : 5	-1	1.3	-3	0	6	22	15	3
- CCSc1ccccc1C(=O)N1CCN(c2ccccc2F)CC1
 : 27	9	-2.5	3	6	21	-10	6	-5
- CCOC(=O)c1sc(=NC(=O)c2ccccc2Br)n(C)c1C
 : 11	-2	6.8	3	5	2	-12	-174	0
- NC(=O)NCC(c1ccccc1)C1CCCCC1 (stereo not drawn)
 : 9	9	3.2	-4	-10	2	9	16	0
- Cc1ccc(C2C=NN(c3ccccc3)C2=O)cc1 (stereo not drawn)
 : 1	-3	3.7	7	-23	-42	-18	-24	-1
- COc1ccccc1CC(=O)Nc1cc2oc3ccccc3c2cc1OC
 : 2	6	2.9	2	12	-3	19	12	0
- CCOC(=O)COn1c(=O)c[n+]([O-])c2ccccc21
 : 7	2	2.5	-1	-15	7	2	14	-1
- O=C(O)CN1C(=O)c2ccc(C(=O)c3ccccc3)cc2C1=O
 : 14	-4	1.6	-2	20	0	6	22	-1
- O=C(O)c1ccccc1C(=O)c1ccc(Cl)cc1
 : 12	2	1.2	2	-6	-18	15	11	-5
- CN(c1ccccc1)S(=O)(=O)c1cccc(NC(=O)c2ccncc2)c1
 : 12	-13	-2.2	-1	-4	1	-3	-6	2
- CCc1cc(CN2CCOCC2)c(NC(=O)c2ccccc2)s1
 : 10	6	1.9	-1	13	28	13	-25	-2
- O=C(COC(=O)c1c(Cl)cccc1Cl)NC1CCCCCCC1
 : 26	3	3.4	3	-4	-10	1	5	-1
- CCOc1ccc(N=C(/C(C(=O)C(=O)N2CCOCC2)=C(\O)c2ccccc2)c2ccccc2)cc1
 : -2	2	0.3	2	-24	5	-15	-28	-1
- Cc1ccc(C(=O)N2CCN(C(=O)c3ccco3)CC2)cc1NC(=O)c1ccco1
 : -43	-7	0.8	1	-45	-61	5	-5	3
- Cc1cccn2c(=O)c3cc(C(=O)N4CCCC(C)C4)sc3nc12 (stereo not drawn)
 : 28	-6	5.6	7	23	16	17	5	1
- COC(=O)c1ccc(C(=O)Nc2cc(Cl)ccc2Cl)cc1NC(=O)c1ccccc1C
 : -1	-5	50*	13	6	9	8	25	-4
- Cc1ccc([C@@H]2[C@@H]3C(=O)N(C)C(=O)[C@@H]3[C@]3(C)C(=O)N(CCO)CC(=O)N23)o1
 : 12	-1	0.3	0	-5	-2	8	-25	-2
- CN(C)/C=C/C(=O)/C=C/c1cn(-c2ncc(C(F)(F)F)cc2Cl)c2ccccc12
 : 47	9	1.8	-2	11	35	21	48	1
- Cc1ccc(C)c(S(=O)(=O)N2CCN(C(=O)c3ccccn3)CC2)c1
 : 23	1	0.6	-1	9	16	4	1	-3
- COc1ccc(CC2SC(N)=NC2=O)cc1 (stereo not drawn)
 : 0	-22	0.9	-4	-19	-36	13	-1	0
- Cc1cc(C)n(C(=O)CSc2nnc(SCC(=O)n3nc(C)cc3C)s2)n1
 : -2	7	-1.7	1	-2	-10	9	-10	-3
- O=C(Cn1c(-c2ccccc2)noc1=O)NCc1ccccc1
 : 5	-6	-2.2	-2	18	16	3	-12	-3
- O=C(COc1ccc2cc(Br)ccc2c1Br)N1CCOCC1
 : 32	-5	1.4	-1	4	18	-1	3	-4
- CCOc1ccc(NC(=O)CSCc2cnn(-c3ccccc3)c2-n2cccc2)cc1
 : 29	10	1.4	-4	14	44*	-11	20	-3

# Single records (already shown). Values in the order: tim23-1 inh	CXCR6 inh	UPR CHOP act	XBP1 UPR activ	TIM10 inh	tim10-1 inh	APJ antagonist	Mdm2-MdmX inh	APJ ag
# `Cc1ccc(C(=O)N2CCN(C(=O)c3ccco3)CC2)cc1NC(=O)c1ccco1` is listed with -43	-7	0.8	1	-45	-61	5	-5	3
# `CC(=O)c1c(C)[nH]c(C2=NNC(=NCc3ccccc3)SC2)c1C` is listed with 4	-3	1.7	1	0	-1	-1	-1	-1
# `O=C(C[n+]1ccccc1)Nc1ccc(Oc2ccccc2)cc1` is listed with -3	-4	-1.4	5	5	1	5	2	0
# `O=C(COC(=O)c1c(Cl)cccc1Cl)NC1CCCCCCC1` is listed with 26	3	3.4	3	-4	-10	1	5	-1
# `CCn1c(=O)c2cc(C(=O)NCCCOC)sc2c2ccccc21` is listed with 45	-1	0.4	8	-7	22	13	64*	-3

# Going on with the list:
# The line under a structure holds: tim23-1 inh	CXCR6 inh	UPR CHOP act	XBP1 UPR activ	TIM10 inh	tim10-1 inh	APJ antagonist	Mdm2-MdmX inh	APJ ag
- Cc1ccc(-n2nc3c(=O)n(CCCC(=O)NCc4ccccc4F)nc(C)c3c2C)cc1
 : 10	10	3.7	5	3	11	-3	34	0
- COc1cc(NC(=O)CS(=O)(=O)c2ccc(C)cc2)cc(OC)c1OC
 : 22	-6	-1.9	-6	13	15	-4	-17	0
- CC(=O)Nc1cccc(NC(=O)C2CCN(C(=O)c3ccco3)CC2)c1
 : -2	3	-0.3	0	-5	2	12	14	3
- CCc1ccc(-c2cc(C(F)(F)F)n3nc(C(=O)Nc4c(C)nn(Cc5ccccc5C)c4C)cc3n2)s1
 : 4	2	4.1	2	-5	4	5	15	-5
- CCCc1nn(C)c(C(=O)Nc2cccc(CC)c2)c1Cl
 : 11	2	4.7	2	18	16	10	-47	-2
- O=C(C[C@H]1C[C@H](C(=O)N2CCCCC2)[C@@]2(CCc3ccccc3)c3[nH]c4cc(-c5ccco5)ccc4c3CCN2C1=O)NCc1ccco1
 : 28	1	8.9	3	5	7	.	24	.
- CC(=O)Nc1ccccc1OCc1nnc(-c2cccs2)o1
 : -4	-6	0.3	-1	17	5	0	-24	-2
- Cc1cc(NC(=O)Nc2cccc3ccccc23)no1
 : 16	-6	-1.3	-1	15	15	-14	8	-15
- COc1ccc(Cc2nnc(SCC(=O)Nc3ccccc3C)n(N)c2=O)cc1
 : -4	1	2.2	1	3	6	8	-9	-3
- CN1C(=O)C2(NC(=O)c3ccccc3N2C)c2ccccc21 (stereo not drawn)
 : 4	-4	0.2	-2	1	-7	-28	-31	-3
- O=C(O)CCc1ccc(-c2cccs2)n1NC(=O)c1ccc(O)cc1
 : 1	-2	-1.6	-3	-3	-10	18	6	0
- Cc1nnc(SCC(=O)Nc2ccccc2NC(=O)CSc2nnc(C)s2)s1
 : -5	-21	-0.1	-1	-10	-15	-7	5	-3
- C/C(CC(=O)NCc1ccc(Cl)cc1)=N\NC(=O)c1ccccc1F
 : 8	-5	0.5	3	18	9	12	10	-1
